Screening results deposited in PubChem BioAssay by National Center for Advancing Translational Sciences (NCATS).
Tb PFK inh – qHTS Assay to Find Inhibitors of T. brucei phosphofructokinase; ATP-dependent 6-phosphofructokinase (Trypanosoma brucei brucei), O15648; T. brucei PFK, ADP-Glo luminescence; Potency, µM (top dose mostly 57.5 µM), without a hit: at the top dose activity, negative = inhibition, usual class: inhibitors; 0.17% of 330,000 active; AID 485367, 2010;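 also: potency is read from the fitted curve at half-maximal effect; 0% = uninhibited 1x PFK enzyme wells and -100% = no-enzyme wells; nearly all actives have a fitted effect of over 60% in size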
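In TEA buffer at pH 8.0 with 5 mM MgCl2, enzyme (1.25 nM) converted F6P (0.5 mM) and ATP (0.1 mM) for 45 min at room temperature. ADP product was read by luciferase luminescence.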
NPC1 promoter act – qHTS Assay for NPC1 Promoter Activators. Huh7 NPC1 promoter luciferase reporter, 24 h. Potency, µM (titrated, usually from 9.22 µM), for inactives: top-dose activation, hits mostly activators. 2.4% of 320,000 active. AID 485313, 2010;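 also: potency is read from the fitted curve at half-maximal effect; % of control where 0% means no effect; nearly all actives have a fitted effect of over 60% in size; reporter is driven by a mutant NPC1 promoter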
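Luciferase expression driven by the NPC1 promoter was measured in stably transfected Huh7 cells after a 24 h compound incubation, using a luciferase reagent and a luminescence read.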
VP16 counter – VP16 counterscreen qHTS for inhibitors of ROR gamma transcriptional activity; 3.5% of 310,000 active; Potency, µM (series often up to 53.6 µM), for inactives: at the highest dose activity, negative = inhibition, hits mostly inhibitors; Drosophila S2 Gal4-VP16 UAS-luciferase, luminescence, 20 h; AID 2546, 2010;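 also: Gal4-VP16 expression switched on by copper sulfate through the metallothionein promoter; potency is read from the fitted curve at half-maximal effect; % is scaled to controls: 0 for no effect and ±100 for the full control effect; nearly all actives have a fitted effect of over 50% in size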
TRPV1 ag – HTS Assay for Compounds that Act as Agonists of the Vanilloid Receptor 1 | Transient receptor potential cation channel subfamily V member 1 (Homo sapiens), Q8NER1 | TRPV1-expressing cells, Fluo-8 calcium influx, agonist mode | 0.19% of 320,000 active | AID 540275, 2011 | activation, % at 8.33 µM; in the data active = activation above about 80%; inconclusive = between about 30% and that limit; also: 0% is about no effect
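Cells expressing TRPV1 were dye-loaded with Fluo-8 and read kinetically: 10 s baseline, 3 min after compound (agonist portion), then 2 min after EC20 capsaicin (allosteric enhancer portion). Calcium-bound dye fluorescence at 480/520 nm.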
BRCA1 expr act – qHTS Assay to Identify Small Molecule Activators of BRCA1 Expression | MCF7-BRCA1-FFLuc reporter, luminescence, 48 h; response scale: scaled: vehicle 0%, 10 µM genistein 100% | Potency, µM (titrated, usually from 46.1 µM), without a hit: at the top dose activation, hits mostly activators | 1.1% of 380,000 active | AID 624202, 2012; also: potency is read from the fitted curve at half-maximal effect; nearly all actives have a fitted effect of over 80% in size; some results filed as inactive show a strong effect at the top dose
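MCF7-BRCA1-FFLuc, 2000 cells/well; 2 h attach, 37 °C/5% CO2; compound 48 h; luciferase substrate 15 min; luminescence end-point. Norm. to genistein 10 microM max activation and DMSO; concentration-response curves fitted.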
p53 reactivation – qHTS assay for re-activators of p53 using a Luc reporter | 0.063% of 320,000 active | H1299 p53-A138V BP100-luciferase reporter, luminescence, 24 h | AID 504706, 2011 | Potency, µM (doses to about 92.2 µM), inactives show top-dose activity change, positive = activation, actives largely listed as activators; also: potency is read from the fitted curve at half-maximal effect; % of control where 0% means no effect; nearly all actives have a fitted effect of over 45% in size
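H1299 (p53-null), stable ts p53-A138V + BP100-Luc; 1000 cells/well, Opti-MEM/10% FBS; cpd 4 pt, 1:5; 24 h, 37 deg C, 5% CO2; detection reagent 10 min RT; luminescence.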
ELG1 genotox – qHTS screen for small molecules that induce genotoxicity in human embryonic kidney (HEK293T) cells expressing luciferase-tagged ELG1; HEK293T ELG1-luciferase reporter, luminescence, 16 h; Potency, µM (titrated, usually from 46 µM), without a hit: top-dose activity change, positive = activation, most hits filed as activators; 1.3% of 330,000 active; AID 504466, 2011; also: potency is read from the fitted curve at half-maximal effect; % of control where 0% means no effect; nearly all actives have a fitted effect of over 60% in size
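DMSO vehicle served as control against compound-treated ELG1-luciferase HEK293T cells; exposure lasted 16 hr at 37 °C and 5% CO2, followed by ONE-Glo luminescence detection after 30 min.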
ELG1 repair inh – qHTS screen for small molecules that inhibit ELG1-dependent DNA repair in human embryonic kidney (HEK293T) cells expressing luciferase-tagged ELG1; HEK293T ELG1-luciferase reporter, luminescence, 16 h; DNA damage induced by 5-fluorouridine; Potency, µM (doses to about 46.1 µM), without a hit: top-dose activity change, negative = inhibition, usual class: inhibitors; 2.3% of 330,000 active; AID 504467, 2011; also: potency is read from the fitted curve at half-maximal effect; % is scaled to controls: 0 for no effect and ±100 for the full control effect; nearly all actives have a fitted effect of over 55% in size
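Cells (2,000 per well) received 5-fluorouridine plus test compound or DMSO and were incubated 16 hr at 37 °C, 5% CO2. Luciferase activity was read by luminescence 30 min after ONE-Glo addition; signal suppression marked inhibition of damage-induced ELG1 function.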
RORg inh – qHTS for inhibitors of ROR gamma transcriptional activity; Nuclear receptor ROR-gamma (Mus musculus), P51450; Drosophila S2 Gal4-RORgamma UAS-luciferase reporter, 20 h; Potency, µM (highest dose often 53.6 µM), without a hit: at the top dose activity change, negative = inhibition, usual class: inhibitors; 5.4% of 310,000 active; also: potency is read from the fitted curve at half-maximal effect; % is scaled to controls: 0 for no effect and ±100 for the full control effect; nearly all actives have a fitted effect of over 60% in size
Target sequence (P51450 whole entry, looked up, the tested form may be a part): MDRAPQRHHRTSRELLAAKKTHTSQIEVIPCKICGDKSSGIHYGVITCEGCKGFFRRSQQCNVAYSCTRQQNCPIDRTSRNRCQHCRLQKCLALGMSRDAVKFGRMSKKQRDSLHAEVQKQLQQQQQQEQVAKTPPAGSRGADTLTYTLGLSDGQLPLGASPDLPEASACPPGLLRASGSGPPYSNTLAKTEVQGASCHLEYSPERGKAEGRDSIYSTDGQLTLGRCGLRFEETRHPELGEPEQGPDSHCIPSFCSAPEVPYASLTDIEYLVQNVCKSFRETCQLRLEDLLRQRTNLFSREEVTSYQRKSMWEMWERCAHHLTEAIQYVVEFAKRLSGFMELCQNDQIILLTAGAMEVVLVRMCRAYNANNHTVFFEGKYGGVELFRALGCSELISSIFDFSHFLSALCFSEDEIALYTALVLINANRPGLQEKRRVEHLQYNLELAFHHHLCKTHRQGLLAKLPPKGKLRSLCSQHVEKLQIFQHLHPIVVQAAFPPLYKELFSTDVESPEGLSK
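Luminescence from a UAS-regulated Photinus luciferase reporter in stably transfected Drosophila Schneider cells is measured; decreased signal marks ROR gamma inhibition. Fusion expression is induced by 700 uM copper sulfate for 20 hr.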
FLuc modulator – qHTS profiling assay for firefly luciferase inhibitor/activator using purifed enzyme and Km concentrations of substrates (counterscreen for miR-21 project) | Luciferin 4-monooxygenase (Photinus pyralis), P08659 | purified FLuc, Km substrates, luminescence inhibition | Potency, µM (top dose mostly 57.5 µM), for inactives: top-dose activity change, negative = inhibition, actives largely listed as inhibitors | 6.9% of 360,000 active;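 also: potency is read from the fitted curve at half-maximal effect; plate controls were vehicle for no effect and reference inhibitor for full effect; nearly all actives have a fitted effect of over 55% in size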
Target sequence (P08659 whole entry, looked up): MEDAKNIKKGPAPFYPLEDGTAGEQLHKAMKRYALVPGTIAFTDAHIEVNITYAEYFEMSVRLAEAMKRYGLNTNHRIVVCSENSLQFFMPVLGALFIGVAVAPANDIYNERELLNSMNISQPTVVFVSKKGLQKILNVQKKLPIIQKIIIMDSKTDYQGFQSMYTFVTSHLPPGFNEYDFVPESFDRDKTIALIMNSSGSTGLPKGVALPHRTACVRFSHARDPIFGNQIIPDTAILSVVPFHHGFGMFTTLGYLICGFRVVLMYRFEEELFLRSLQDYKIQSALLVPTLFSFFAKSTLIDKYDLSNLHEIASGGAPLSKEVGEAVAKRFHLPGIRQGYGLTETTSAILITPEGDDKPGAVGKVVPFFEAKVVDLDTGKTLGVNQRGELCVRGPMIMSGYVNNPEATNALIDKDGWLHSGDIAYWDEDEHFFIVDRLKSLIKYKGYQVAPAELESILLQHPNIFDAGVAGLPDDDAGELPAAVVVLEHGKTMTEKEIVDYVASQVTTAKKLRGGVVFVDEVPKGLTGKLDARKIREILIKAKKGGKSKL
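Biochemical qHTS of compounds, final roughly 60 µM downward over six points, against 10 nM purified firefly luciferase using Km concentrations of substrates (10 uM D-luciferin, 10 uM ATP) in Tris acetate pH 7.5 buffer; luminescence output.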
Rab9 promoter act – qHTS Assay for Rab9 Promoter Activators. Huh7 Rab9 promoter-luciferase reporter, luminescence, 24 h. Potency, µM (highest dose often 9.22 µM), for the others: at the highest dose activation, negative = inhibition, actives largely listed as activators. 2.8% of 320,000 active. AID 485297, 2010; also: potency is read from the fitted curve at half-maximal effect; % of control where 0% means no effect; nearly all actives have a fitted effect of over 60% in size
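Stable Rab9-luc Huh7, 1500 cells/well, 2 h settle; cmpd in DMSO, 24 h, 37 °C/5% CO2; luciferase reagent 10 min RT; luminescence.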
* marks the source's active call; other numbers are inactive results; ? = inconclusive; . = no result given; [ ] = dose if it differs, or a comment. Unless noted, calls follow the shape of the dose curve; as a rule, active = well fitted curve in the direction sought with a large enough effect; inconclusive = small, poorly fitted or top-dose-only effect, or another doubt; inactive = no such curve, though single readings can be large; an effect the other way counts as inactive or inconclusive.

Sequence of screens – Tb PFK inh, NPC1 promoter act, VP16 counter, TRPV1 ag, BRCA1 expr act, p53 reactivation, ELG1 genotox, ELG1 repair inh, RORg inh, FLuc modulator, Rab9 promoter act
#1 COc1ccc(-n2cc(CNCCN3CCOC3=O)c(-c3ccccc3Cl)n2)cc1
    0%, -3%, 2%, 5, -3%, -7%, 0%, 16%, 24%, 17µM*, 1%
#2 COc1ccc(C2=Nn3c(C)nnc3SC2)cc1
    0%, -4%, 4%, 0, -13%, 4%, ?, ?, -20%, 2%, -4%
#3 COc1ccc(Cl)cc1N(CC(=O)N/N=C/c1ccc(OCC(N)=O)cc1)S(C)(=O)=O
    -20%, -1%, -5%, 5, -20%, -3%, 6%, ?, -2%, -7%, -14%
#4 CCOc1ccc(CN2CCNC(=O)C2CC(=O)N(C)Cc2nonc2C)cc1 (configuration not stated)
    1%, -1%, ., -3, -19%, ., 4%, 12%, ., 5%, -3%
#5 S=C1CCC(c2ccc(Cl)cc2)=NN1c1ccccc1
    0%, 2%, 1%, 16, -28%, 6%, -3%, -9%, -33%, -1%, -1%
#6 Cc1ccc(NC(=O)C(NS(=O)(=O)c2cccc3nsnc23)C(C)C)nc1 (configuration not stated)
    -3%, -4%, -11%, -2, 0%, -1%, 0%, 1%, 21%, -2%, -15%
#7 C=CCN1C(=O)C(O)(CC(=O)c2ccc(Cl)cc2)c2ccccc21 (configuration not stated)
    0%, -1%, -2%, ., -27%, -3%, -3%, 7%, -1%, ?, -1%
#8 O=C(c1nc[nH]c1C(=O)N1CCc2ccccc2C1)N1CCc2ccccc2C1
    -8%, -1%, ., -1, 13%, -6%, 2%, ?, ., -1%, -1%
#9 COc1cccc(C(=O)COC(=O)CCCC(=O)NC2CCCCC2)c1
    -2%, -3%, -19%, 14, -2%, -9%, -1%, -3%, ?, 27µM*, 0%
#10 COc1ccc(NC(=S)NCCCN2CCOCC2)cc1
    2%, -5%, -8%, -1, 2%, 2%, 0%, 12%, 2%, 0%, -3%
#11 COC(=O)Cn1cc(/C=N/NC(=O)c2ccc(C#N)cc2F)c2ccccc21
    2%, -1%, -2%, 0, 1%, -10%, -3%, 0%, 10µM*, ?, -5%
#12 COc1cc(Cl)cc(/C=N/NC(N)=O)c1O
    3%, -2%, 5%[10 µM], -3, -42%, -3%, -6%, 4%, ?, 5%, -2%
#13 Cc1c(NC(=O)C2CCCN2S(=O)(=O)c2ccc(Cl)cc2)c(=O)n(-c2ccccc2)n1C (configuration not stated)
    1%, -3%, -8%, -1, -3%, -7%, -2%, -13%, 15%, -1%, -2%
#14 N#Cc1c(NC(=S)NC(=O)c2ccccc2)sc2c1CCN(CCc1ccccc1)C2
    -1%, -2%, ?, 6, ., 14%, 5%, -13%, -13%, 1%, -8%
#15 CC(C)NC(=O)C12CC3CC(C1)CC(C(=O)NC(C)C)(C3)C2
    0%, -1%, -6%, -2, 3%, -1%, 1%, 9%, -12%, 2%, 1%
#16 COc1ccccc1-c1cc(C(=O)N2CCCC2)no1
    4%, 2.5µM*, -5%, 24, 56%, ?, 2.9µM*, ?, -29%, 7.6µM*, 2µM*
#17 COc1ccc(S(=O)(=O)NC(CC(=O)NCc2ccccc2OC)c2ccco2)cc1 (configuration not stated)
    2%, -1%, ?, 1, -10%, -8%, -4%, ?, ?, 4%, -4%
#18 N/C(=N\NS(=O)(=O)c1cc(C(F)(F)F)cc(C(F)(F)F)c1)c1ccccn1
    6%, -3%, 2%, 4, -4%, 2%, -4%, 0%, ?, -3%, 0%
#19 Cc1ccc(C2CC(c3ccc(Cl)cc3)=NNC2=O)cc1 (configuration not stated)
    4%, -2%, 14µM*, 4, -22%, -4%, 0%, ?, ?, 1%, -5%
#20 COc1cccc(NC(=O)CSc2nnc(-c3cccnc3)o2)c1
    -5%, 0%, ., 1, -36%, 0%, 7%, 17%, ., 2%, -3%
#21 CCC(C(=O)N1CCN(Cc2ccc3c(c2)OCO3)CC1)n1c(=O)[nH]c2ccccc2c1=O (configuration not stated)
    1%, -13%, 0%, -1, -15%, -2%, 2%, 8%, 12%, -2%, 1%
#22 COc1ccc(/C=N\NC(=O)c2ccc([N+](=O)[O-])cc2)cc1COc1c(F)c(F)cc(F)c1F
    5%, -44%[inhibitor], 4.5µM*, 5, -32%, -4%, -14%, ?, 3.5µM*, 0%, -48%[inhibitor]
#23 O=C(O)C1CCCCC1C(=O)Nc1ccc(-c2ccccc2)cc1 (configuration not stated)
    3%, 18%, 25%, 1, 2%, 2%, ?, ?, 12%, 17µM*, ?
#24 Cc1ccc(C)c(N=Nc2ccc(O)c3ncccc23)c1
    1%, ?, -75%, 1, -26%, 13%, ?, ?, 0.11µM*, 11µM*, 8%
#25 Cc1[nH]c2ccc3ccccc3c2c(=O)c1C/C=C/Cl
    2%, -4%, 9%, 3, 2%, ., 0%, 1%, ?, ?, 4%
#26 CCC(=O)Nc1cc(-c2nn(CC(=O)N3CCCCC3)c(=O)c3ccccc23)ccc1N1CCOCC1
    1%, -2%, 9%, 3, 10%, -1%, -1%, -5%, -1%, 0%, -1%
#27 CC(=O)N1CCN(CCN2C(C)=CC(=C(C#N)C#N)C=C2C)CC1
    -1%, -2%, 2%, 4, -19%, 0%, 0%, 3%, -2%, -2%, -4%
#28 O=C(N/N=C/c1ccc(F)cc1)c1cc(-c2ccccn2)nc2ccccc12
    0%, -9%, ., 11, -16%, -6%, 2%, 0%, ., -19%, -3%
#29 CCOC(=O)Cc1csc(NS(=O)(=O)c2ccc(Cl)cc2)n1
    -2%, -3%, -7%, -3, 1%, 1%, 1%, -2%, 4%, -1%, -1%
#30 COC(=O)c1ccc(OCC(=O)NC(C)(C)C)cc1
    -6%, 13%, 28%, 1, 26%, 8%, -4%, 19%, 10%, -5%, 7%
#31 O=Nc1c(O)[nH]c2c(F)cccc12
    -4%, -2%, -13%, -1, 0%, 2%, -3%, -2%, 6%, 0%, -3%
#32 Cc1ccc(NC(=O)Cn2cccc2C2=NC(c3ccccc3)CO2)cc1C (configuration not stated)
    -3%, 0%, 4%, 12, -33%, -3%, -5%, -2%, 7%, -8%, -10%
#33 CCc1ccc(N(C(=O)c2ccco2)C(C(=O)NC2CCCC2)c2cccnc2)cc1 (configuration not stated)
    -2%, 3%, -6%, 16, -7%, 1%, -1%, 6%, 32%, 1%, 4%
#34 O=C(COC(=O)c1n[nH]c2ccccc12)Nc1ccccc1
    -3%, ?, 23%, 3, 0%, 26%, ?, ?, 12%, ?, -20%
#35 N#C/C(=N\Nc1ccccc1)C(=N)N1CCCCC1
    -2%, 2µM*, ?, 11, ?, ?, 6.5µM*, ?, -28%, 5.4µM*, ?

Exported with tabs: 5 of the compounds above.
cpd	SMILES	Tb PFK inh	NPC1 promoter act	VP16 counter	TRPV1 ag	BRCA1 expr act	p53 reactivation	ELG1 genotox	ELG1 repair inh	RORg inh	FLuc modulator	Rab9 promoter act
29	CCOC(=O)Cc1csc(NS(=O)(=O)c2ccc(Cl)cc2)n1	-2%	-3%	-7%	-3	1%	1%	1%	-2%	4%	-1%	-1%
28	O=C(N/N=C/c1ccc(F)cc1)c1cc(-c2ccccn2)nc2ccccc12	0%	-9%	.	11	-16%	-6%	2%	0%	.	-19%	-3%
24	Cc1ccc(C)c(N=Nc2ccc(O)c3ncccc23)c1	1%	?	-75%	1	-26%	13%	?	?	0.11µM*	11µM*	8%
33	CCc1ccc(N(C(=O)c2ccco2)C(C(=O)NC2CCCC2)c2cccnc2)cc1 (configuration not stated)	-2%	3%	-6%	16	-7%	1%	-1%	6%	32%	1%	4%
31	O=Nc1c(O)[nH]c2c(F)cccc12	-4%	-2%	-13%	-1	0%	2%	-3%	-2%	6%	0%	-3%
